RSV CPE inhibition: RSV antiviral activity via CPE protection, HEp-2 cells, primary 10 µM value included (AID 2391). 310,000 tested, 0.13% active. HEp-2 cells, RSV-induced CPE inhibition; higher % means a stronger effect. CPE inhibition, % at 10 µM, or IC50 in µM where a hit was titrated; in the data active = a potency from the dose series; inconclusive = CPE inhibition mostly from about 23% at the one dose, without a potency; inactive = the rest, 99 in 100 with CPE inhibition below about 21%; note: strong numbers were not always called active
P. falciparum M1AAP: malaria alanyl aminopeptidase activity blockers – biochemical, fluorogenic H-Leu-NHMec substrate, 1536-well (AID 1445); recombinant M1AAP, H-Leu-NHMec fluorogenic kinetic assay; higher % means a stronger effect; one-dose inhibition, % at 30 µM; IC50 in µM for titrated hits; 220,000 tested, 0.42% active;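 active = primary inhibition above the hit cutoff, then over 50% inhibition at one or more dose response concentrations, cut at about 23% in these data, passing the limit was not always enough; inconclusive = conflicting primary data, or primary hits not chosen for dose response; inactive = low primary inhibition, or under 50% at every dose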;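 note: plate controls were DMSO full reaction for no effect and no enzyme background for full effect; strong numbers were not always called active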
West Nile virus CPE: West Nile virus antiviral activity, cell-based, CPE readout (AID 1621); West Nile virus-infected cells, CPE inhibition; higher % means a stronger effect; one-dose CPE inhibition, % at 10 µM; IC50 in µM for titrated hits; 290,000 tested, 0.02% active; in the data active = a potency from the dose series; inconclusive = CPE inhibition mostly from about 3.7% at the one dose, without a potency; inactive = the rest, 99 in 100 with CPE inhibition below about 2.2%; note: strong numbers were not always called active
PMI inhibition: human PMI inhibitors, high substrate, primary screen, biochemical, fluorescence intensity, high mannose 6-phosphate (AID 1220). 190,000 tested, 0.66% active. recombinant PMI enzyme, coupled fluorescence intensity; higher % means a stronger effect. one-dose inhibition, % at 20 µM; IC50 in µM for titrated hits
TNAP activators: human TNAP enzyme activators, primary screen, biochemical, luminescent, no phosphate acceptor, uHTS (AID 1001). 200,000 tested, 0.03% active. purified TNAP, luminescent activation assay, no phosphate acceptor; higher activation fold means a stronger effect. activation fold at 20 µM; hits with a dose series show EC50 in µM; in the data active = activation fold from about 3, or a potency from the dose series; inactive = the rest, 99 in 100 with activation fold below about 1.6; note: many of its hits are not listed in these tables
UTI89 phage lysis: protection from phage-mediated lysis, alamar blue read-out – E. coli UTI89, K1F phage, bacterial capsule biogenesis inhibitors (AID 488966); E. coli UTI89 K1F phage lysis, alamar blue, 2 h; higher % means a stronger effect; inhibition, % at 100 µM; hits with a dose series show IC50 in µM; 340,000 tested, 0.02% active;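 active = phage lysis inhibition, versus mean bacterial control, above a set limit; inconclusive = no clear call, values can overlap the other calls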;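 note: capsule biogenesis inhibitors block K1F phage lysis so surviving cells raise fluorescence; higher fluorescence means more inhibition of phage lysis; actives were called in the ten point dose series up to 300 µM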
PMI inhibitors: MPI enzyme activity inhibition – biochemical, fluorescence intensity, coupled assay, primary screen (AID 1209); one-dose inhibition, % at 20 µM; IC50 in µM for titrated hits; purified PMI enzyme, coupled fluorescence intensity; higher % means a stronger effect; 190,000 tested, 0.42% active;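 note: plate controls were DMSO vehicle for no effect and wells lacking substrate for full effect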
M17LAP inhibition: P. falciparum M17LAP inhibitors, primary screen, biochemical, fluorogenic H-Leu-NHMec substrate, 1536-well (AID 1619). inhibition, % at 30 µM; hits with a dose series show IC50 in µM. 220,000 tested, 0.38% active. recombinant M17LAP, H-Leu-NHMec fluorogenic kinetic assay; higher % means a stronger effect;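 active = compound inhibiting the enzyme by more than half at any dose during confirmatory dose-response retesting; inconclusive = strong single-dose inhibitors picked by rank but not retested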;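 note: plate controls were full reaction with DMSO carrier for no effect and no enzyme background for full effect; strong numbers were not always called active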
T cell HTS: T cell immune modulators affecting CD8 T cell-vesicle binding. 2C CD8+ T cell-vesicle binding, flow cytometry; stronger effect = lower value. calls only at 7 µM. 330,000 tested, 0.068% active;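 active = response, share of CD8 T cells binding vesicles, and their 90th percentile fluorescence all below set limits, cut at about 80% in these data, passing the limit was not always enough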
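Benchmarks: naked versus QL9-loaded vesicles / Assay system: purified 2C TCR transgenic mouse naive CD8+ T cells / Technique: high-throughput flow cytometry with anti-B7-1 and anti-CD8 staining / Timing: Cell–vesicle co-incubation 1.5 h at 37 °C, staining 20 min on ice / Read-out: percent CD8+ FL2 mean versus row control / Probe or stimulus: QL9-loaded Drosophila micro-vesicles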
T cell HTS vesicle-bound %: further read-out of T cell HTS, marked with its call; double positive events, %; measured here: CD8+ vesicle-bound cell fraction;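 binding gate set so that unloaded-vesicle control wells show 10% double positive cells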
* marks the source's active call; other numbers are inactive results; [ ] = remark or other dose. Cut-off read from the data, not from the text of the source, unless noted: active = inhibition above about 50%; inactive = the rest.

How did CCC(C)NC(=O)NC(=O)CSc1nnc(-c2ccccc2F)n1C1CC1 (stereo not drawn) do in these assays?
RSV CPE inhibition: 0.3%; West Nile virus CPE: -0.4%; UTI89 phage lysis: -0.2%; T cell HTS: inactive; T cell HTS vesicle-bound %: 21

Results for Nn1c(SCC(=O)N2CCCCCC2)nnc1-c1ccncc1 ?
RSV CPE inhibition: 3.0%; P. falciparum M1AAP: 8%; West Nile virus CPE: -1.1%; PMI inhibition: -12%; TNAP activators: 1; UTI89 phage lysis: 8.8%; PMI inhibitors: -8%; M17LAP inhibition: 11%; T cell HTS: inactive; T cell HTS vesicle-bound %: 45

Results for COCc1cc(C)nc(OCC(=O)N/N=C/c2cc(C)n(-c3c(C)cccc3C)c2C)c1C#N ?
RSV CPE inhibition: 2.5%; P. falciparum M1AAP: 0%; West Nile virus CPE: 0.1%; PMI inhibition: 6%; TNAP activators: 1.1; UTI89 phage lysis: 1.6%; PMI inhibitors: 6%; M17LAP inhibition: -6%; T cell HTS: inactive; T cell HTS vesicle-bound %: 34

Results for Cc1ccc(C(=O)NCCc2nnc3ccc(NCCCN4CCOCC4)nn23)cc1 ?
RSV CPE inhibition: 0.2%; West Nile virus CPE: 0.7%; UTI89 phage lysis: 1.9%[50 µM]; T cell HTS: inactive; T cell HTS vesicle-bound %: 57

How did O=C(NCc1ccccn1)c1ccc(OC2CCN(Cc3ccc(F)cc3F)CC2)cc1 do in these assays?
RSV CPE inhibition: 9.1%; West Nile virus CPE: -0.3%; UTI89 phage lysis: 0.2%; T cell HTS: inactive; T cell HTS vesicle-bound %: 2

What do the screens show for `COc1cc(C(F)(F)F)c(C(=O)N(C)Cc2cccc(Cl)c2)cn1`?
P. falciparum M1AAP: 1%; West Nile virus CPE: -1.2%; UTI89 phage lysis: -0.1%; M17LAP inhibition: -4%; T cell HTS: inactive; T cell HTS vesicle-bound %: 7

What do the screens show for `Cc1nc2ccccn2c1-c1csc(Nc2cccc(O)c2)n1`?
P. falciparum M1AAP: 11%; West Nile virus CPE: 0.4%; TNAP activators: 1.1; UTI89 phage lysis: 0.2%; M17LAP inhibition: 18%

How did COc1cccc(NC(=S)N(CCN2CCCCC2)Cc2ccco2)c1 do in these assays?
RSV CPE inhibition: -1.0%; P. falciparum M1AAP: 0%; West Nile virus CPE: -0.3%; PMI inhibition: 5%; TNAP activators: 1; UTI89 phage lysis: 1.4%; PMI inhibitors: 6%; M17LAP inhibition: 5%; T cell HTS: inactive; T cell HTS vesicle-bound %: 58

What do the screens show for `O=C1c2ccsc2SCCN1Cc1ccc(Cl)cc1`?
RSV CPE inhibition: 7.7%; P. falciparum M1AAP: 5%; West Nile virus CPE: -0.2%; PMI inhibition: 2%; TNAP activators: 1.1; UTI89 phage lysis: 0.3%; PMI inhibitors: 5%; M17LAP inhibition: 1%; T cell HTS: inactive; T cell HTS vesicle-bound %: 46

What do the screens show for `COc1ccc(S(=O)(=O)N2CCc3ccccc3C2)cc1OC`?
RSV CPE inhibition: 3.3%; P. falciparum M1AAP: 1%; West Nile virus CPE: -0.5%; PMI inhibition: 9%; TNAP activators: 1; UTI89 phage lysis: 4.2%; PMI inhibitors: 14%; M17LAP inhibition: 2%; T cell HTS: inactive; T cell HTS vesicle-bound %: 13

Results for O=C(N/N=C/c1ccc(O)cc1)c1cc(C23CC4CC(CC(C4)C2)C3)[nH]n1 ?
RSV CPE inhibition: 2.5%; P. falciparum M1AAP: 1%; West Nile virus CPE: -0.1%; UTI89 phage lysis: 0.0%; M17LAP inhibition: -1%; T cell HTS: inactive; T cell HTS vesicle-bound %: 26

How did COc1ccc([C@H]2/C=C\CN(S(=O)(=O)c3cccc4cccnc34)[C@@H](C)C(=O)N2Cc2ccc(F)cc2)cc1 do in these assays?
RSV CPE inhibition: 9.6%; West Nile virus CPE: 0.1%; UTI89 phage lysis: 0.6%; T cell HTS: inactive; T cell HTS vesicle-bound %: 32

How did Cc1c(C#N)sc2nc(-c3ccccc3)nc(N3CCCC3)c12 do in these assays?
RSV CPE inhibition: 2.2%; P. falciparum M1AAP: 5%; West Nile virus CPE: -0.2%; PMI inhibition: -1%; TNAP activators: 1.2; UTI89 phage lysis: 0.8%; PMI inhibitors: 1%; M17LAP inhibition: -13%; T cell HTS: inactive; T cell HTS vesicle-bound %: 23

How did COc1ccc(OC)c(NC(=O)NCCc2cccc(Cl)c2)c1 do in these assays?
RSV CPE inhibition: 0.3%; P. falciparum M1AAP: 12%; West Nile virus CPE: -0.6%; PMI inhibition: 3%; TNAP activators: 1.1; UTI89 phage lysis: -0.8%; PMI inhibitors: -6%; M17LAP inhibition: 0%; T cell HTS: inactive; T cell HTS vesicle-bound %: 22

What do the screens show for `CCOc1ccc(N(CC(=O)Nc2ccccc2)S(C)(=O)=O)cc1`?
RSV CPE inhibition: 1.4%; P. falciparum M1AAP: inconclusive; West Nile virus CPE: -0.2%; PMI inhibition: 7%; TNAP activators: 1.1; UTI89 phage lysis: 0.5%; PMI inhibitors: 9%; M17LAP inhibition: 5%; T cell HTS: inactive; T cell HTS vesicle-bound %: 36

How did CC(C)C1N(C(=O)N(C)C)CCN1S(=O)(=O)c1ccccc1 (stereo not drawn) do in these assays?
RSV CPE inhibition: -1.2%; West Nile virus CPE: -0.2%; UTI89 phage lysis: -0.8%; T cell HTS: inactive; T cell HTS vesicle-bound %: 26

Results for CCCOc1ccc(N2C(=O)CC(SC(=NCC)Nc3cccc(F)c3)C2=O)cc1 (stereo not drawn) ?
RSV CPE inhibition: 1.6%; P. falciparum M1AAP: 3%; West Nile virus CPE: 0.2%; PMI inhibition: -1%; TNAP activators: 1.1; UTI89 phage lysis: 0.2%; PMI inhibitors: 2%; M17LAP inhibition: -17%; T cell HTS: inactive; T cell HTS vesicle-bound %: 13

Results for COc1cccc(CN2CCN(c3nc4nonc4nc3NC3CC3)CC2)c1 ?
RSV CPE inhibition: 0.8%; P. falciparum M1AAP: 7%; West Nile virus CPE: -1.6%; PMI inhibition: 13%; TNAP activators: 1.1; UTI89 phage lysis: 0.2%; PMI inhibitors: 9%; M17LAP inhibition: 12%; T cell HTS: inactive; T cell HTS vesicle-bound %: 62

How did CN(C)C(=O)[C@H]1C[C@H]1[C@@H](O)[C@H](CO)NC(=O)[C@H](COCc1ccccc1)NC(=O)OC(C)(C)C do in these assays?
RSV CPE inhibition: 2.6%; West Nile virus CPE: 0.6%; UTI89 phage lysis: 0.1%; T cell HTS: inactive; T cell HTS vesicle-bound %: 27

Results for COc1ccc(-c2cn3c(C)c(C(=O)Nc4cccc(NC(C)=O)c4)sc3n2)cc1 ?
RSV CPE inhibition: 1.3%; P. falciparum M1AAP: 11%; West Nile virus CPE: inconclusive; PMI inhibition: -4%; TNAP activators: 1.1; UTI89 phage lysis: 0.1%; PMI inhibitors: -9%; M17LAP inhibition: 1%; T cell HTS: inactive; T cell HTS vesicle-bound %: 40

The closing two records of the part before are carried over, then new ones follow.
How did CN(C)C(=O)[C@H]1C[C@H]1[C@@H](O)[C@H](CO)NC(=O)[C@H](COCc1ccccc1)NC(=O)OC(C)(C)C do in these assays?
RSV CPE inhibition: 2.6%; West Nile virus CPE: 0.6%; UTI89 phage lysis: 0.1%; T cell HTS: inactive; T cell HTS vesicle-bound %: 27

Results for COc1ccc(-c2cn3c(C)c(C(=O)Nc4cccc(NC(C)=O)c4)sc3n2)cc1 ?
RSV CPE inhibition: 1.3%; P. falciparum M1AAP: 11%; West Nile virus CPE: inconclusive; PMI inhibition: -4%; TNAP activators: 1.1; UTI89 phage lysis: 0.1%; PMI inhibitors: -9%; M17LAP inhibition: 1%; T cell HTS: inactive; T cell HTS vesicle-bound %: 40

What do the screens show for `c1ccc2c(NCCc3c[nH]c4ccccc34)c3ccccc3nc2c1`?
RSV CPE inhibition: -5.0%; West Nile virus CPE: -2.4%; UTI89 phage lysis: 0.2%; T cell HTS: inactive; T cell HTS vesicle-bound %: 46

What do the screens show for `COc1ccc(C(C)NC(=O)c2ccc(Cl)cc2)cc1OC` (stereo not drawn)?
RSV CPE inhibition: 3.4%; P. falciparum M1AAP: 2%; West Nile virus CPE: -0.3%; PMI inhibition: -6%; TNAP activators: 1.2; UTI89 phage lysis: 1.1%[50 µM]; PMI inhibitors: 9%; M17LAP inhibition: -6%; T cell HTS: inactive; T cell HTS vesicle-bound %: 6

How did CCN(CC)C(=O)C(=O)c1cccn1-c1ccccc1C#N do in these assays?
RSV CPE inhibition: 2.9%; P. falciparum M1AAP: -7%; West Nile virus CPE: -0.2%; PMI inhibition: 11%; TNAP activators: 1.1; UTI89 phage lysis: -0.2%; PMI inhibitors: 13%; M17LAP inhibition: 6%; T cell HTS: inactive; T cell HTS vesicle-bound %: 38

How did CCOC(=O)c1ccc(NC(=O)CCc2nc(-c3cccc(C)c3)no2)cc1 do in these assays?
RSV CPE inhibition: 6.6%; P. falciparum M1AAP: 3%; West Nile virus CPE: 0.4%; PMI inhibition: 18%; TNAP activators: 1; UTI89 phage lysis: 0.3%; PMI inhibitors: 22%; M17LAP inhibition: 3%; T cell HTS: inactive; T cell HTS vesicle-bound %: 20

How did COc1ccc(C2NC(=O)NC(C)=C2C(=O)OC2CCC(C)CC2)cc1 (stereo not drawn) do in these assays?
RSV CPE inhibition: 21%; West Nile virus CPE: -1.8%; UTI89 phage lysis: 0.3%; T cell HTS: inactive; T cell HTS vesicle-bound %: 58

How did CN1CCN(c2ccccc2NC(=O)c2ccc(OCc3ccccc3)cc2)CC1 do in these assays?
RSV CPE inhibition: 1.5%; P. falciparum M1AAP: 5%; West Nile virus CPE: -0.1%; PMI inhibition: 6%; TNAP activators: 1.1; UTI89 phage lysis: 14%; PMI inhibitors: 10%; M17LAP inhibition: -7%; T cell HTS: inactive; T cell HTS vesicle-bound %: 58

What do the screens show for `COc1ccc(N2CCN(C(=O)CCC(=O)N3Cc4ccccc4Oc4ncccc43)CC2)cc1`?
RSV CPE inhibition: 1.6%; West Nile virus CPE: -0.5%; UTI89 phage lysis: -0.2%; T cell HTS: inactive; T cell HTS vesicle-bound %: 19
